GalR3 antag: GalR3 antagonists in HEK293 cells, primary screen, cell-based, fluorescence readout. 360,000 tested, 0.44% active. inhibition, % at 3 µM. AID 651719, 2012. Galanin receptor type 3 (Homo sapiens), O60755. HEK293 GalR3-CNG cAMP membrane potential fluorescence; galR3 body fused to GalR1 C-terminus;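 active = inhibition above the screen-wide average plus 3 SD, cut at about 13% in these data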;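 also: forskolin and galanin both at EC90 stimulate the cells; cAMP rise reported by CNG channel membrane potential dye signal; 0% = forskolin plus galanin with DMSO and 100% = forskolin alone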
Target sequence (O60755 1-299 limits assumed): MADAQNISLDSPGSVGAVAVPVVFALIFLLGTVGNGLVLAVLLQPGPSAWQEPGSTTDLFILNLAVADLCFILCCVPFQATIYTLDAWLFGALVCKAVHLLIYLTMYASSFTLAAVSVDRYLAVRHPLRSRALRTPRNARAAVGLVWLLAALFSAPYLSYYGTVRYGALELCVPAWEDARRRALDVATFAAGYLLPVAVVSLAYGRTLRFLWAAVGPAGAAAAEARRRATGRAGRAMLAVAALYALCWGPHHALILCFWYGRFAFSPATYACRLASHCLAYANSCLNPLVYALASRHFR
PfM18AAP inh: PfM18AAP inhibitors, malaria aminopeptidase, primary screen, biochemical, QFRET, recombinant enzyme | H-Glu-NHMec fluorogenic cleavage | inhibition, % at 7.35 µM | 290,000 tested, 1.2% active;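 active = inhibition above the campaign mean inhibition over all tested compounds plus 3 SD, cut at about 28% in these data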;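 also: 0% = plate median of test compound wells and 100% = 2 mM ZnCl2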
V1R ag counter: agonists of human V1a receptor, primary screen, counter-screen for OXTR agonist project, fluorescence, CHO-V1R cells | Vasopressin V1a receptor (Homo sapiens), P37288 | Fluo-8 calcium fluorescence, agonist mode; 0% DMSO, 100% 3 nM vasopressin | activation, % at 3 µM | 320,000 tested, 0.25% active | AID 2797, 2010;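 active = activation above the mean activation of all tested compounds plus 3 SD, per screening run, cut at about 20% in these data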;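 also: signal is peak over basal fluorescence ratio across a 100 second FLIPR read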
Target sequence (P37288 whole entry, looked up): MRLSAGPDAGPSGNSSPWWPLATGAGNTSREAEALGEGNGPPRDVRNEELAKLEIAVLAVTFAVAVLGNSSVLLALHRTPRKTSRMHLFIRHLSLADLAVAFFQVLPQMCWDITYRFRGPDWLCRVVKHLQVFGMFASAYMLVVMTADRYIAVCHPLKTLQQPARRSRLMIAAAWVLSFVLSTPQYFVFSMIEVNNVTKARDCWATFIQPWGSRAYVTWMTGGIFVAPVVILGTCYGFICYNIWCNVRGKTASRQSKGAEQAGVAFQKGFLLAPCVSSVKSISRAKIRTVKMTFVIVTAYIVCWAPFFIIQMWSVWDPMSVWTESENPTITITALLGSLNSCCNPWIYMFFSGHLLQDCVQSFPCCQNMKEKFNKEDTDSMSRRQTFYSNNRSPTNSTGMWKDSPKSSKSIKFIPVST
MEKK2 mut-MEK5: MEK5 binding signal on mutant MEKK2 PB1, primary screen, biochemical, multiplex bead flow cytometry, Alexa488-MEK5; Alexa488-MEK5 binding to MEKK2 mutant; percent response, % at 10 µM; 290,000 tested, 0.35% active; AID 1530, 2009; in the data active = percent response above about 24%, passing the limit was not always enough; also: inactives centre near 1; some results filed as inactive read as strong as hits
MEKK2wt PB1 HTS: modulators of MEK5 binding to wildtype MEKK2, primary screen, biochemical, multiplex bead flow cytometry, Alexa488-MEK5 | 290,000 tested, 1.1% active | AID 1531, 2009 | Alexa488-MEK5 binding to MEKK2 WT; actives lie on both sides | Mitogen-activated protein kinase kinase kinase 2 (Homo sapiens), Q9Y2U5 | binding response (% of control), % at 10 µM; in the data active = binding response below about 67% or above about 130%
OXTR ag: human OXTR agonists, primary screen, fluorescence, CHO-OTR cells, Fluo-8 calcium; Oxytocin receptor (Homo sapiens), P30559; Fluo-8 calcium fluorescence; normalized: DMSO 0%, oxytocin 100%; activation, % at 3 µM; 320,000 tested, 0.32% active;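 active = activation above the mean of all tested compounds plus 3 SD, cutoff set per screening run, cut at about 20% in these data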;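 also: peak over basal fluorescence ratio from a 100 s FLIPR kinetic read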
NALP1 inh: NALP1 inflammasome inhibitors in reconstituted yeast, colorimetric, S. cerevisiae, triplicate retest; S. cerevisiae NALP1/ASC/caspase-1 growth, X-gal OD620, 72 h; inhibition, % at 10 µM; 280,000 tested, 0.61% active; AID 2071, 2009; in the data active = inhibition mostly above about 24%, no sharp cut-off; inactive = mostly below about 32%; also: some compounds called inactive have numbers as strong as hits
GPR7 antag: GPR7 receptor antagonists, primary screen, cell-based, fluorescence, single concentration. Neuropeptides B/W receptor type 1 (Homo sapiens), P48145. GPR7-expressing cells, fluorescence antagonist assay. inhibition, % at 4.4 µM. 290,000 tested, 1.1% active. AID 1861, 2009; in the data active = inhibition above about 16%, passing the limit was not always enough;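 also: cells stimulated with the agonist NPW; 0% = agonist with vehicle and 100% = vehicle without agonist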
OXTR potentiate: human OXTR potentiators, primary screen, fluorescence, CHO-OTR cells, Fluo-8 calcium; Fluo-8 calcium fluorescence, potentiator mode; 0% = oxytocin EC15, 100% = EC100; activation, % at 3 µM; 320,000 tested, 0.061% active;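 active = activation above that plate's cutoff, the mean activation of tested compounds plus 3 SD, cut at about 6.6% in these data, passing the limit was not always enough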;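 also: 100% uses oxytocin at 75 nM as the full agonist control; some results filed as inactive read as strong as hits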
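Material: CHO-OTR cells, human receptor; compound dosing: single dose, 3.0 µM nominal final compound concentration; schedule: 6 min compound pre-incubation at room temperature, 100 s kinetic read; measured by: kinetic Fluo-8 calcium fluorescence; read-out basis: % activation vs EC15 and EC100 oxytocin; controls: EC15 oxytocin alone as 0%, 75 nM oxytocin as 100%; replicates: singlicate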
* = called active by the depositor; nt = no result given. Not a hit list, and some 4.1% of all compounds hit somewhere here.

structure	GalR3 antag	PfM18AAP inh	V1R ag counter	MEKK2 mut-MEK5	MEKK2wt PB1 HTS	OXTR ag	NALP1 inh	GPR7 antag	OXTR potentiate
Cc1cc(=O)oc2cc(OCc3ccc(C(=O)OCC(=O)Nc4ccccc4OC(F)F)cc3)ccc12	-2	-9	0.7	-1	100	-1.2	17	1	-5
CC1=CC2=NCC(O)CN2C=C1 (configuration not stated)	-5	0	0.3	6	106	0.8	8	-2	5
CCCCC(=O)OCc1nc(N)nc(Nc2ccccc2C)n1	-2	-1	-0.4	-1	100	-1.5	33	-4	-2
C/C(=N\Nc1c(F)c(F)c(Br)c(F)c1F)c1ccncc1	-10	-1	0.1	6	106	-1.0	3	-19	-17
CCOc1ccc(NC(=O)c2ccc(-c3csc(C)n3)cc2)cc1	-11	-2	1.8	4	104	0.6	14	-9	-1
COC(=O)CNC(=O)C1Cc2ccccc2CN1S(=O)(=O)c1ccc(F)cc1 (configuration not stated)	-7	-1	-0.1	4	105	-0.8	22	-2	-1
S=C(NCCc1ccccc1)N/N=C/c1c(Cl)cccc1Cl	-4	-6	0.8	3	109	-2.1	2	-6	-10
O=C(NC1CCS(=O)(=O)C1)c1ccc(Br)o1 (configuration not stated)	-8	0	-0.5	1	100	0.0	3	-12	-5
CC(C(=O)O)n1c2ccccc2c2cn[nH]c(=O)c21 (configuration not stated)	-10	20	0.4	-1	103	0.3	3	6	-16
CCCCc1nnc(NC(=O)CN2C(=O)C3CCCCC3C2=O)s1 (configuration not stated)	-5	nt	0.9	nt	nt	-0.1	nt	nt	-5
CSc1cccc(NC(=O)CC(C)n2ccnc2)c1 (configuration not stated)	-6	-18	-0.1	0	102	-1.0	17	-11	-13
COc1ccc(N2C(=O)c3ccc(C(=O)OC(C)C)cc3C2=O)cc1	-3	-3	1.3	1	86	1.5	-1	-13	3
Cc1ccc(F)cc1NC(=O)c1cccc2nccnc12	-2	1	-0.3	1	97	0.5	nt	-12	1
O=C(COC(=O)c1cc([N+](=O)[O-])ccc1N1CCOCC1)c1ccccc1Cl	2	4	0.3	-6	92	-0.8	12	16	-11
Cc1nn(-c2cccc(Cl)c2)c(Cl)c1/C=N/NC(=O)c1cccs1	1	-6	1.1	-1	87	-1.9	14	-7	-4
CC(=O)c1ccc(Cc2ccc(C(C)=O)cc2)cc1	-5	-1	1.1	1	105	0.2	14	8	-4
COc1ccc(-c2c(NCCc3ccccc3)c(=O)c2=O)cc1	-9	-3	1.4	2	99	0.3	-1	9	-10
CC1(C)Cc2cccc(Oc3ccc(S(=O)(=O)N4CCCC4)cn3)c2O1	0	-2	-0.8	-4	95	-1.9	-2	8	-9
Nc1c(C(=O)Nc2ccc3c(c2)OCCO3)nnn1Cc1ccc(Cl)cc1	-1	nt	8.5	nt	nt	11	nt	nt	-7
Cc1ccc(/C=C/c2nc3ccccc3c(=O)[nH]2)cc1	-4	2	0.6	7	110	-1.7	-4	-18	-9
Cc1cc(C)n(-c2ccc(C(=O)Nc3cccc([N+](=O)[O-])c3)cc2)n1	-9	-15	11	-9	90	7.5	5	0	-32
COC(=O)C1=C(CS(=O)(=O)c2ccccc2)NC(=O)NC1c1ccccc1 (configuration not stated)	-10	2	-0.6	-6	98	-0.5	10	2	-6
COc1ccccc1CNC(=O)CSC(=S)N1CCCC1	0	nt	-0.1	nt	nt	-2.3	nt	nt	-2
Cc1cc2ccccc2c(=O)n1CC(=O)NCc1ccco1	-1	-16	-0.5	-4	97	-0.7	18	0	-7
CC(C)(C)c1ccc(C(=O)NCCCN2CCN(CCCNC(=O)c3ccc(C(C)(C)C)cc3)CC2)cc1	-7	3	11	8	118	15	18	-5	-18
COc1ccc(C(=O)N/N=c2\oc3ccccc3cc2C(=O)NCc2ccccc2)cc1	3	-7	2.1	-2	92	0.3	32	-5	-10
CCOC(=O)c1c[nH]n2c(=O)cc(C)nc12	-4	-18	0.0	0	103	-0.6	4	-5	-12
COc1ccccc1-c1cc(C(=O)NCc2ccco2)no1	-7	2	-1.0	-11	91	-2.3	-10	2	-6
CCCCCN(C(=O)CCC(=O)OCC(=O)NCc1cccc(OC)c1)c1c(N)n(CCCC)c(=O)[nH]c1=O	-2	-16	1.3	5	106	-0.5	23	4	0
Cc1ccc(S(=O)(=O)N2CC=C(c3ccc(F)cc3)CC2)cc1	-3	76*	0.3	3	106	0.1	18	2	-5
Cc1cccc2cc3ccccc3nc12	-1	nt	-1.0	nt	nt	-1.8	nt	nt	-2
COc1ccc(CN(CC(=O)NCc2ccc(F)cc2)C(=O)CCC(=O)Nc2cc(C)ccn2)cc1	3	5	0.6	0	98	1.5	-1	-7	-3
O=C1CCCC(O)=C1C=Nc1ccc2c(c1)oc1ccccc12	1	5	1.3	-7	94	3.6	20	15	-11
CCOC(=O)Cn1c(S(=O)(=O)Cc2ccc(F)cc2)nc(-c2ccccc2)c1-c1ccccc1	-10	-10	0.6	-2	96	0.2	3	8	0
S=C(Nc1cccc(Cl)c1Cl)N1CCCC1	-4	-5	nt	1	99	nt	-5	7	nt
COCCCNCCOCCOc1ccc(Cl)cc1Br	-2	-5	2.0	4	107	2.8	34	0	-15
CCOC(=O)CN(C(=O)CSc1nnc(-c2cccc(OC)c2)o1)c1ccc(F)cc1	-4	-4	-0.1	1	102	-0.2	-7	-6	-4
Cc1ccc(S(=O)(=O)N/N=C/c2ccc(O)c(O)c2)cc1[N+](=O)[O-]	-1	54*	0.0	-2	96	3.4	-22	-1	-5
O=C(CSc1nnc(CNc2ccc(F)cc2)o1)N1c2ccccc2Sc2ccccc21	-5	3	12	2	95	-0.7	-3	-14	-6
S=C(NCc1ccccc1)N1CCN(Cc2ccc3c(c2)OCO3)CC1	-5	0	2.5	3	104	3.0	-2	4	1
O=C1c2ccccc2C(Nc2ccc(S(=O)(=O)N3CCOCC3)cc2)N1Cc1ccco1 (configuration not stated)	nt	7	0.2	12	100	-0.3	16	12	3
Cc1cccc(NC(=O)c2ccc(OC3CSC3)cc2)c1	-10	-5	1.5	-1	102	-1.9	9	-2	-9
Cn1c(C(=O)NCCN2CCc3ccccc3C2)cc2c(=O)[nH]c3ccccc3c21	-7	-1	-0.8	2	111	-1.1	16	-12	-16
Nc1nc(SCC(=O)Nc2ccccc2Sc2ccc(Cl)cc2)n[nH]1	-2	8	4.5	4	106	3.6	8	1	-4
Clc1ccc(COc2cccc(CNCc3ccncc3)c2)cc1	32*	-9	7.6	9	117	11	13	11	-12
CC1CCC/C(=N\NC(=O)COc2ccccc2Cl)C1 (configuration not stated)	-2	-3	0.1	2	93	-1.1	25	2	-7
Cc1nc2nc(-c3ccc(Cl)cc3)cn2nc1C	-4	-2	0.4	nt	nt	0.3	-2	-7	-1
Cc1cc(C)c2sc(NC(=O)c3ccc(N4C(=O)CCC4=O)cc3)nc2c1	-5	-2	0.0	-3	98	0.4	0	1	0
COc1cc(NC(C)=O)c2ncccc2c1NC(C)=O	-10	5	0.2	8	103	-0.2	-2	-8	-14
O=C(Nc1ccc(F)cc1F)c1cc(-c2ccco2)on1	-5	-15	0.6	4	96	0.9	1	1	2

(further entries)
structure	GalR3 antag	PfM18AAP inh	V1R ag counter	MEKK2 mut-MEK5	MEKK2wt PB1 HTS	OXTR ag	NALP1 inh	GPR7 antag	OXTR potentiate
O=C(CN1CCN(c2ccccn2)CC1)N1CCc2ccccc21	-4	-3	0.7	10	3.0*	0.3	9	-3	-4
COc1ccc(N2C(=O)c3ccccc3NC23CCCC3)cc1	-2	-15	0.7	-1	98	-0.7	4	0	-5
CN(C)CCCNC(=O)c1cc(Br)ccc1O	-6	23	0.5	13	100	1.1	7	-11	-1
COc1ccccc1C(=O)N/C(=N/c1nc(C)cc(C)n1)Nc1ccccc1	-4	6	-0.2	-4	98	-3.4	9	-9	1
COc1ccccc1N1CCN(C(=O)c2cc(=O)c3c(C)cc(C)cc3o2)CC1	-8	-7	-0.5	-2	99	-1.0	23	-9	-17
COc1cc2c(cc1OC)CN(CC(=O)Nc1ccc(F)cc1F)CC2	-8	8	0.2	11	106	0.1	2	-8	-16
O=C1C=C(c2ccc3c(c2)oc2ccccc23)C[C@@H](c2ccc3c(c2)OCO3)C1	7	nt	-0.3	nt	nt	-0.6	nt	nt	-5
COc1ccc(-n2nnc3c(=O)n(CC(=O)Nc4ccc5c(c4)OCCO5)cnc32)cc1OC	-2	0	0.3	3	103	0.5	10	-9	-3
COC(=O)[C@]1(Cc2ccccc2)N[C@H](CN(C)C(=O)c2ccccc2)[C@@H]2C(=O)N(C)C(=O)[C@@H]21	-3	nt	0.0	nt	nt	-1.0	nt	nt	-2
COCCCC1CCN(Cc2nc(-c3ccccc3)no2)CC1	2	2	1.5	-2	107	-0.3	11	-5	-3
